HIF-2a inh: inhibitors of HIF-2a; 786-0 RCC cells HIF-2a reporter, luciferase luminescence, overnight; inhibition, % at 18.8 µM; 360,000 compounds, 0.72% hits; AID 624352;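 active means inhibition of the luminescence signal of 40% or more relative to plate controls, in a single-dose primary screen at 18.75 µM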
iPSC survival up: increases survival of single human iPS cells | hiPSC single-cell survival, ATPlite luminescence; 100% = ROCK inhibitor wells, 0% = DMSO | survival enhancement, % at 20 µM | 360,000 compounds, 0.044% hits | AID 602274; in the data active means survival enhancement above about 18%;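 further: cells exposed to compounds for 16 hours before the ATP read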
Peg3 prom inh: Peg3 promoter activity inhibition; inhibition, % at 20 µM; 360,000 compounds, 1.7% hits; HeLa PEG-Prom luciferase reporter, luminescence, overnight;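 active means inhibition of at least 50% at 20 µM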
Shn3 3UTR inh: inhibitors of Schnurri-3 3'UTR reporter in osteoblasts; Clone20 osteoblast Shn3 3'UTR firefly luciferase, 24 h; inhibition, % at 12.5 µM; 360,000 compounds, 0.52% hits; AID 588674;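 active means mean inhibition of at least 75% with every replicate also reaching 75%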;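 further: 0% = median of neutral control wells and 100% = pilot-screen positive control compound; some compounds past the cut are filed as inactive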
NR2E3 ag-1: NR2E3 (human) agonism | Q9Y5X4 | GST-NR2E3/biotin-RetCOR TR-FRET, 1536-well | inhibition of corepressor binding, % at 4.78 µM | 320,000 compounds, 0.12% hits | AID 2300;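 active means percent inhibition above the cutoff of mean plus 3 SD of all tested compounds, set per screening campaign, cut at about 20% in these data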;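 further: 0% = DMSO wells and 100% = biotin wells as full block of FRET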
Target sequence (Q9Y5X4 whole entry, looked up): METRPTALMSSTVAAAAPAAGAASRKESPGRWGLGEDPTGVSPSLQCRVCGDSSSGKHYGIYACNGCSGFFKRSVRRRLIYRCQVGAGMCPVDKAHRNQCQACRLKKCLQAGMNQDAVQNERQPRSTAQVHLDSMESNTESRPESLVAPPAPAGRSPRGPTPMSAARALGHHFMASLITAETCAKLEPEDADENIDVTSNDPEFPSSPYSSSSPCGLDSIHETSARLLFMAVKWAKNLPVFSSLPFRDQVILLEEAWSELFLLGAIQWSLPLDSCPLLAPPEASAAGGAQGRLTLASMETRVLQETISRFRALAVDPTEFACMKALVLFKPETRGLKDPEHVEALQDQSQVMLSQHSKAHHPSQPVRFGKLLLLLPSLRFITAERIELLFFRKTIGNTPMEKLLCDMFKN
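Assay system: NR2E3–RetCOR corepressor complex. Quantity: 1.35 nM GST-NR2E3. Buffer or medium: pH 7.5 Tris-based buffer. Reagent: biotinylated RetCOR corepressor at 7 nM final. Schedule: 5 h at 4 °C. Detection: TR-FRET, emission read at 617 and 671 nm. Replicates: one well per compound, singlicate testing.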
NR2E3 ag-2: human photoreceptor-specific nuclear receptor agonism; AID 602229; Q9Y5X4; CHO-S Gal4-NCOR/VP16-NR2E3 two-hybrid, luciferase; 360,000 compounds, 0.35% hits; inhibition of corepressor binding, % at 3.98 µM;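 active means inhibition above the mean of all tested compounds plus 3 SD, cut at about 70% in these data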;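 further: 0% = DMSO with NR2E3 transfected cells and 100% = cells lacking NR2E3 construct; higher means lower luciferase signal from less NR2E3 corepressor binding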
KKLEB tox: counter-screen for CF NF-kB inhibitors: cytotoxicity; KKLEB CF airway cells viability, ATPlite luminescence, overnight; hits give low values; cells stimulated with P. aeruginosa culture filtrate; activity change (cytotoxicity), % at 5 µM; 360,000 compounds, 0.36% hits; AID 602141;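 active means corrected activity change at or below -50% at 5 µM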
TWEAK Fn14 block: TWEAK-Fn14 signaling inhibition | inhibition, % at 10 µM | TWEAK-stimulated Fn14 reporter cells, luciferase luminescence, 8 h | AID 1159606 | 360,000 compounds, 2% hits; in the data active means inhibition above about 50%
TRPM1 prom inh: inhibitors of MITF-driven TRPM1 promoter in melanoma cells | SK-MEL-5 TRPM1 promoter luciferase, 24 h | inhibition, % at 12.5 µM | 330,000 compounds, 0.83% hits | AID 488899;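 active means mean inhibition across replicates of 60% or more, whatever share of single replicates reaches that level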; further: values of inactives mirror those of a sister screen read the other way
aDG glyco act: increases alpha dystroglycan glycosylation. Pro5-aDG cells, alpha-DG glycosylation AlphaScreen (IIH6); 0% Pro5, 100% B10-LARGE cell signal. activation, % at 10 µM. 360,000 compounds, 0.22% hits. AID 624168;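 active means activation of at least 8% versus controls, or a plate z-score of at least 8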;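 further: Pro5 are CHO cells carrying HIG-tagged alpha-DG that lacks glycosylation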
CF NFkB inh: cystic fibrosis NF-kB activation inhibition | inhibition, % at 5 µM | AID 588850 | KKLEB NF-kB-GFP reporter, PAF-induced, GFP fluorescence overnight | 360,000 compounds, 0.86% hits;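 active means at least 50% inhibition at 5 µM, scaled per plate between neutral and stimulator controls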;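 further: PAF is a Pseudomonas aeruginosa culture filtrate used as stimulus; plate controls were PAF-stimulated DMSO wells for no effect and unstimulated DMSO wells for full effect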
Numbers without * were called inactive; · = not tested or not shown. Not a hit list; 4.4% or so of the library scored in one or more.

Values run as follows: HIF-2a inh	iPSC survival up	Peg3 prom inh	Shn3 3UTR inh	NR2E3 ag-1	NR2E3 ag-2	KKLEB tox	TWEAK Fn14 block	TRPM1 prom inh	aDG glyco act	CF NFkB inh
- CCOc1ccc(OCCNC(=O)c2ccc3c(c2)nnn3CC)cc1
  -11	2.2	-24	0	·	-20	-11	-3	-1	0.1	12
- CCn1c(SCC(=O)c2cc(OC)ccc2OC)nnc1-c1ccncc1
  0	1.1	70*	4	-1	15	-5	6	4	-0.1	5
- COc1cccc2sc(N(CCN(C)C)C(=O)c3ccc(S(=O)(=O)N4CCCC4)cc3)nc12
  1	0.0	-7	8	-1	-17	17	6	3	0.2	-26
- CC(=O)c1cccc(N(CC(=O)NCC2CCCO2)C(=O)CCC(=O)Nc2cc(C)on2)c1 (stereo not given)
  18	-1.0	6	4	2	-9	2	0	7	-0.1	3
- O=C(COC(=O)/C=C/c1ccccc1)NC1CCS(=O)(=O)C1 (stereo not given)
  8	-1.6	-6	-10	1	0	0	9	6	0.4	8
- COc1ccc(S(=O)(=O)N2CCOCC2)cc1NC(=O)c1ccc(Cl)cc1
  -6	-0.3	6	2	-5	-13	-1	-6	-8	0.0	-11
- CN(C)c1ccc(C=c2c3ccccc3n3c2c2ccccc2[n+]3C)cc1
  -9	-2.9	71*	93*	·	27	-8	25	-12	4.8	23
- CC(=O)Nc1ccc2c(c1)ncn2C1CCCCC1
  -55	-0.8	-33	-2	-3	-6	-4	-12	-24	-0.4	8
- CC1CCN(S(=O)(=O)c2ccc3c(c2)N(CC(=O)NCCCN(Cc2ccccc2)C(C)C)C(=O)CO3)CC1
  -1	-0.3	-8	-2	0	-19	12	-3	10	0.3	16
- CCOC(=O)C(=CNc1ccc(O)c(C(=O)OC)c1)C(=O)OCC
  0	6.7	1	3	4	-22	-6	-3	17	0.6	4

Next structures follow.
Values run as follows: HIF-2a inh	iPSC survival up	Peg3 prom inh	Shn3 3UTR inh	NR2E3 ag-1	NR2E3 ag-2	KKLEB tox	TWEAK Fn14 block	TRPM1 prom inh	aDG glyco act	CF NFkB inh
- COc1ccc(Br)cc1C(=O)Nc1cccc(C)c1C
  -19	-0.8	10	-7	3	22	8	-5	-2	0.1	-35
- Cc1ccc(CN2CCN(Cc3ccc(-n4cccn4)cc3)CC2CCO)cc1 (stereo not given)
  12	-0.5	6	21	2	-24	-22	5	-1	0.5	8
- COc1cc(C2c3cc4c(cc3OC(NCc3ccccc3)C2C)OCO4)cc(OC)c1OC (stereo not given)
  31	1.0	-6	-13	·	17	-27	10	17	-0.1	44
- O=C(COc1ccc2ccccc2c1)N/N=C/C1CC=CCC1 (stereo not given)
  11	-1.8	-5	-17	1	-1	-7	-33	12	-0.4	-5
- CC12CC(c3ccccc3O1)C(/C(N)=N/NC(=O)c1ccc(F)cc1)C(=O)N2 (stereo not given)
  25	0.8	31	9	-2	-43	2	2	-11	-0.1	26
- CN(C(=O)COC(=O)c1nc(Cl)ccc1Cl)C1CCS(=O)(=O)C1 (stereo not given)
  8	0.2	9	2	-2	-40	6	-3	-2	0.2	-16
- Cc1cc(C)cc(N(CC(=O)NCc2ccco2)S(=O)(=O)c2c(C)noc2C)c1
  14	-0.8	2	2	0	-18	3	-9	0	-0.2	-14
- CCN(CC)C(=O)N1CCC(NC(=O)c2ccccc2)CC1
  9	-1.4	2	-51	-5	-18	-20	1	-5	0.4	-4
- NS(=O)(=O)c1ccc(CNC(=O)Cc2ccsc2)cc1
  4	-0.1	-7	2	1	1	4	1	-9	0.9	-30
- CN(C)S(=O)(=O)c1cccc(NC(=O)COC(=O)/C=C/c2ccc([N+](=O)[O-])cc2)c1
  18	0.0	1	-2	0	-4	2	3	5	-0.2	-6

Other entries follow.
Values run as follows: HIF-2a inh	iPSC survival up	Peg3 prom inh	Shn3 3UTR inh	NR2E3 ag-1	NR2E3 ag-2	KKLEB tox	TWEAK Fn14 block	TRPM1 prom inh	aDG glyco act	CF NFkB inh
- Cc1cc(S(=O)(=O)Nc2cccc(Cl)c2)c(C)s1
  14	0.7	8	-6	5	-8	-11	27	-18	0.0	2
- COc1ccc(C(CC(=O)Nc2ncccc2C)N2Cc3ccccc3C2=O)cc1 (stereo not given)
  12	0.4	10	2	2	-16	0	9	5	-0.2	7
- Cc1ccc(CN2CCNC(=O)C2CC(=O)N2CCN(c3ncccn3)CC2)o1 (stereo not given)
  14	0.9	-10	-5	1	3	-3	-2	-2	0.2	-5
- CCOc1ccc2nc(N(CCCN(C)C)C(=O)c3ccc(S(=O)(=O)N4CCc5ccccc5C4)cc3)sc2c1
  12	0.2	28	26	2	-6	-28	-13	74*	0.4	-7
- CCCCCCn1c(COc2ccccc2F)nnc1SCC(=O)NC1CCS(=O)(=O)C1 (stereo not given)
  7	0.4	13	-2	·	-10	10	6	6	-0.1	-17
- CNC(=S)N1CCC(c2nc3ccccc3s2)CC1
  -65	-0.6	-48	-7	2	-6	2	-6	·	0.4	2
- CN1CCN(c2nc3c(c(=O)n(C)c(=O)n3C)n2CCSc2nnnn2-c2ccccc2)CC1
  7	1.2	20	6	3	-20	-5	4	-6	0.2	8
- CC1(C)CC(=O)C(C(c2cc([N+](=O)[O-])ccc2Cl)C2C(=O)CC(C)(C)CC2=O)C(=O)C1
  10	0.1	-1	·	-2	-13	-3	23	·	0.0	-12
- COc1ccc(C)cc1NC(=O)c1ccc([N+](=O)[O-])cc1[N+](=O)[O-]
  -5	2.5	-10	4	5	-6	13	28	14	0.5	-18
- CCC1([N+](=O)[O-])COC(c2ccc(OC)cc2)OC1 (stereo not given)
  -32	-0.1	-16	-9	·	-2	0	-8	8	-0.1	-3

Following part
Values run as follows: HIF-2a inh	iPSC survival up	Peg3 prom inh	Shn3 3UTR inh	NR2E3 ag-1	NR2E3 ag-2	KKLEB tox	TWEAK Fn14 block	TRPM1 prom inh	aDG glyco act	CF NFkB inh
- Nc1ncc(Br)cc1S(=O)(=O)NCCc1ccccc1
  8	-0.5	23	-14	6	-11	-3	-6	-12	-0.1	0
- CC(C)(C)c1ccc(/C=N/Nc2cccc(C(=O)O)c2)cc1
  9	-0.7	-43	22	2	-250	-4	-40	61*	0.1	-4
- CCCN(CCC)CCCNC(=O)Cn1cnc2sc(C)c(S(=O)(=O)N3CCCCC3)c2c1=O
  9	1.3	15	8	3	11	-10	8	·	-0.1	4
- O=[N+]([O-])C(=C1Nc2ccccc2N1)/C(Cl)=C(/Cl)Br
  -22	8.0	-15	-17	3	1	3	19	28	-0.1	-4
- CCC(=O)Nc1cccc(C(=O)Nc2nccs2)c1
  -59	-0.4	-48	-22	4	-45	4	-10	-12	-0.1	-17
- O=C(COc1ccc(Br)cc1Br)NN1C(=O)c2ccccc2C1=O
  15	0.0	25	18	-7	15	8	19	·	-0.2	-14
- Cc1nn(Cc2ccccc2)c(C)c1NS(=O)(=O)c1ccccc1
  13	1.2	8	10	1	-3	-32	-6	5	0.2	21
- CC(C)CCn1nnnc1CN1CCN(C(=O)c2ccco2)CC1
  11	0.2	9	0	-1	-12	-4	21	-5	0.0	0
- O=C(CN1C(=O)C2C3C=CC(C4CC34)C2C1=O)NCc1ccco1 (stereo not given)
  12	0.0	-1	-19	0	-6	4	-5	0	-0.4	-10
- COc1ccc([N+](=O)[O-])cc1NC(=O)c1ccc(N(Cc2ccccc2Cl)S(C)(=O)=O)cc1
  22	0.9	27	1	-3	-19	4	20	-10	0.1	8

The listing continues:
Values run as follows: HIF-2a inh	iPSC survival up	Peg3 prom inh	Shn3 3UTR inh	NR2E3 ag-1	NR2E3 ag-2	KKLEB tox	TWEAK Fn14 block	TRPM1 prom inh	aDG glyco act	CF NFkB inh
- O=C(CCN1CCOCC1)N/N=C/c1cc([N+](=O)[O-])ccc1OC(F)F
  17	2.3	11	1	5	-23	-1	-11	8	0.6	-22
- O=C(CSc1ccccc1)Nc1ccc2c(c1)OCO2
  -241	-0.3	-256	-74	0	-18	5	-45	-82	0.0	-13
- CCOc1ccc(-c2cccc(NC(=O)c3ccc(Br)o3)c2)nn1
  -27	-0.5	-19	-10	-6	-14	8	-2	3	0.0	14
- COc1ccc(CCNc2ccc(C(CC(N)=O)NC(=O)c3ccc(Br)cc3)cc2[N+](=O)[O-])cc1 (stereo not given)
  20	-0.9	69*	39	0	-36	-19	-34	2	0.2	6
- COc1cc(-c2nc(N)n[nH]2)cc(OC)c1OC
  1	1.5	-4	4	-2	-30	-10	-17	8	-0.3	0
- Cn1cccc1/C=N\NC(=O)Cc1ccc(Br)c2ccccc12
  16	-1.3	14	62	3	48	9	35	13	4.2	0
- Cc1cccc(C(=O)c2cn[nH]c2-c2ccccc2O)c1
  17	2.6	13	2	-1	-6	4	2	-7	0.0	-5
- CCC1CCCCN1C(=O)COC(=O)c1cccs1 (stereo not given)
  -2	0.0	-27	-21	·	9	21	-12	-20	0.1	-25
- O=C(NCc1ccco1)c1sc(=S)n2c1[nH]c(=O)c1ccccc12
  -27	4.4	10	-4	5	30	-5	7	-2	-0.2	33
- CCOc1ccc(-c2nnc3ccc(SC)nn23)cc1
  -7	0.0	12	3	0	-24	-6	-18	-11	-0.1	-4
- CC1=Nn2c(nc3sc4c(c3c2=O)CCCC4)SC1
  -146	-1.7	-153	-21	-2	-41	-8	-10	-53	-0.1	11
- CCCCCCCC(=O)N/N=C(\C)c1ccc(O)cc1O
  25	-0.9	18	49	0	-28	-30	-14	1	1.0	4

Grouped by structure, the entries above containing a nitro group on carbon.
Values run as follows: HIF-2a inh	iPSC survival up	Peg3 prom inh	Shn3 3UTR inh	NR2E3 ag-1	NR2E3 ag-2	KKLEB tox	TWEAK Fn14 block	TRPM1 prom inh	aDG glyco act	CF NFkB inh
- CN(C)S(=O)(=O)c1cccc(NC(=O)COC(=O)/C=C/c2ccc([N+](=O)[O-])cc2)c1
  18	0.0	1	-2	0	-4	2	3	5	-0.2	-6
- CC1(C)CC(=O)C(C(c2cc([N+](=O)[O-])ccc2Cl)C2C(=O)CC(C)(C)CC2=O)C(=O)C1
  10	0.1	-1	·	-2	-13	-3	23	·	0.0	-12
- COc1ccc(C)cc1NC(=O)c1ccc([N+](=O)[O-])cc1[N+](=O)[O-]
  -5	2.5	-10	4	5	-6	13	28	14	0.5	-18
- CCC1([N+](=O)[O-])COC(c2ccc(OC)cc2)OC1 (stereo not given)
  -32	-0.1	-16	-9	·	-2	0	-8	8	-0.1	-3
- O=[N+]([O-])C(=C1Nc2ccccc2N1)/C(Cl)=C(/Cl)Br
  -22	8.0	-15	-17	3	1	3	19	28	-0.1	-4
- COc1ccc([N+](=O)[O-])cc1NC(=O)c1ccc(N(Cc2ccccc2Cl)S(C)(=O)=O)cc1
  22	0.9	27	1	-3	-19	4	20	-10	0.1	8
- O=C(CCN1CCOCC1)N/N=C/c1cc([N+](=O)[O-])ccc1OC(F)F
  17	2.3	11	1	5	-23	-1	-11	8	0.6	-22
- COc1ccc(CCNc2ccc(C(CC(N)=O)NC(=O)c3ccc(Br)cc3)cc2[N+](=O)[O-])cc1 (stereo not given)
  20	-0.9	69*	39	0	-36	-19	-34	2	0.2	6

Screening results (PubChem)
